Screens: PubChem, The Scripps Research Institute Molecular Screening Center
M1 PAM: potentiates human M1 receptor response to acetylcholine; P11229; CHO-K1 hM1, Fluo-8 calcium fluorescence, ACh EC20; 0% = ACh EC20, 100% = maximal ACh; activation, % at 3 µM; 360,000 compounds, 0.088% hits; in the data active = activation above about 19%, passing the limit was not always enough
Target sequence (P11229 whole entry, looked up): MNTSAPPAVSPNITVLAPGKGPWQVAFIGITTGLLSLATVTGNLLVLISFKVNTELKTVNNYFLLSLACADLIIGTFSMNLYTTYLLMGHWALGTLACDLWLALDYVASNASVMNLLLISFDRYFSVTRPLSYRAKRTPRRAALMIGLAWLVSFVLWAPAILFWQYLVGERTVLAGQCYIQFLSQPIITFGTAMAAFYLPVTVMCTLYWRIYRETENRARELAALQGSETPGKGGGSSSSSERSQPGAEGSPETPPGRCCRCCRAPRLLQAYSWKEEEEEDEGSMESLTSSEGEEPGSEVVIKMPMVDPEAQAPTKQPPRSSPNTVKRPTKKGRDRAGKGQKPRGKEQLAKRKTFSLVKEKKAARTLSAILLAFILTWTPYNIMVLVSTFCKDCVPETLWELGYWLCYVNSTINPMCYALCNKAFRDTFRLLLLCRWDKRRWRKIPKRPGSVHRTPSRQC
OXTR potentiate: potentiates the human oxytocin receptor response; P30559; CHO-OTR cells, Fluo-8 calcium fluorescence, potentiator mode; 0% = oxytocin EC15, 100% = EC100; activation, % at 3 µM; 320,000 compounds, 0.061% hits; AID 2445;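 active = activation above that plate's cutoff, the mean activation of tested compounds plus 3 SD, cut at about 6.6% in these data, passing the limit was not always enough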;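 note: 100% uses oxytocin at 75 nM as the full agonist control; some results filed as inactive read as strong as hits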
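Dosing: Single dose, 3.0 µM nominal final compound concentration | Material: Human OTR in CHO cells | Technique: Kinetic Fluo-8 calcium fluorescence | Benchmarks: EC15 oxytocin alone as 0%, 75 nM oxytocin as 100% | Probe or stimulus: Oxytocin at about EC15, sub-maximal agonist stimulus | Incubation: Compound 6 min at room temperature before oxytocin, 100 s read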
CHRM4 antagonist: CHRM4 antagonism in calcium assay. P08173. 360,000 compounds, 0.73% hits. inhibition, % at 3 µM. CHO-hM4 cells, ACh EC80, Fluo-8 calcium fluorescence. AID 624125;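 active = inhibition above its plate's cutoff, the mean inhibition of sample wells plus 3 SD, cut at about 27% in these data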;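 note: 0% = acetylcholine EC80 with DMSO and 100% = DMSO without agonist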
Target sequence (P08173 whole entry, looked up): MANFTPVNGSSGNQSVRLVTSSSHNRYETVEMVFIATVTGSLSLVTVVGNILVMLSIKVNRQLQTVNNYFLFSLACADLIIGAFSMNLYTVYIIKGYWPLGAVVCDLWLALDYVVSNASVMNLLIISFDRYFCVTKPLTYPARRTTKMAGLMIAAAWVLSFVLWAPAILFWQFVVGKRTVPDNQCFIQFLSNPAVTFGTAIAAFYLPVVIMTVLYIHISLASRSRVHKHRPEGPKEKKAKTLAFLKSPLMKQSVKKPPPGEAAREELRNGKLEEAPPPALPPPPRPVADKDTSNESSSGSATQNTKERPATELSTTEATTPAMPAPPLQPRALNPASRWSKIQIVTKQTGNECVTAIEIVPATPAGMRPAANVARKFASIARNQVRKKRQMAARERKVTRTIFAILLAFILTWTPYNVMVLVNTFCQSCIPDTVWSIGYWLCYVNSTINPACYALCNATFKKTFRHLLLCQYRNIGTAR
M1 ag parental: counter-screen for M1 agonists: effect in parental CHO-K1 cells; Fluo-8 calcium fluorescence; scaled to maximal ATP response, vehicle zero; activation, % at 3 µM; 360,000 compounds, 0.48% hits; in the data active = activation above about 15%;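 note: untransfected CHO-K1 host cells lacking M1 receptor as counterscreen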
CHO-K1 Ca antag: nonselective inhibitor or artifact in parental CHO-K1 cells. 360,000 compounds, 0.6% hits. ATP-induced calcium, Fluo-8 fluorescence. inhibition, % at 3 µM. AID 602250;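 active = inhibition above a per-plate cutoff, the plate's mean sample inhibition plus 3 SD, cut at about 24% in these data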;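 note: 0% = DMSO plus EC80 ATP and 100% = DMSO alone without ATP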
M1 ag: agonists of human M1 muscarinic receptor; 360,000 compounds, 0.33% hits; CHO-K1 hM1, Fluo-8 calcium fluorescence, agonist mode; 0% DMSO, 100% acetylcholine EC100; activation, % at 3 µM; P11229;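 active = activation above the run's mean compound activation plus 3 SD, cut at about 16% in these data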;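 note: peak over basal fluorescence ratio within a 140 s kinetic read after compound addition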
CHO parental Ca: counter-screen: ATP calcium response change in parental CHO cells. parental CHO-K1, ATP-induced calcium, Fluo-8 fluorescence. inhibition, % at 5.6 µM. 330,000 compounds, 0.63% hits. AID 463079;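 active = inhibition above that plate's mean sample inhibition plus 3 SD, cut at about 26% in these data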;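 note: 0% = ATP-challenged DMSO wells and 100% = DMSO wells without ATP; some compounds past the cut are filed as inactive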
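Material: parental CHO cells / Compound: single nominal dose of 5.6 µM per compound / Signal: Fluo-8 fluorescence / Replicates: singlicate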
CHRM1 antagonist: blocks human M1 muscarinic receptor. 360,000 compounds, 1.3% hits. AID 588852. inhibition, % at 3 µM. CHO-K1 hM1, Fluo-8 calcium fluorescence, ACh EC80 antagonist. P11229;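 active = percent inhibition above its own plate's cutoff, namely the mean of that plate's compound wells plus 3 SD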;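 note: peak over basal fluorescence ratio during 140 s after agonist addition; 0% = ACh EC80 plus DMSO and 100% = DMSO alone without agonist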
M4 ag: agonists of human muscarinic M4 receptor (CHRM4). P08173. CHO-K1 hM4/Gqi5, Fluo-8 calcium fluorescence; vehicle 0%, full acetylcholine response 100%. activation, % at 3 µM. 360,000 compounds, 0.14% hits;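 active = activation above the run mean over all test wells plus 3 SD, cut at about 32% in these data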;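 note: peak over basal fluorescence ratio per well then scaled between controls; 0% = DMSO wells and 100% = acetylcholine at EC100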
Starred values were filed as active, the others as inactive; / = no result given. Hits appear at their usual frequency; overall some 2.9% were active at least once.

entry	Molecule	M1 PAM	OXTR potentiate	CHRM4 antagonist	M1 ag parental	CHO-K1 Ca antag	M1 ag	CHO parental Ca	CHRM1 antagonist	M4 ag
1	O=C(Nc1ccc(F)c(Cl)c1)C1Cc2c(-c3ccc4c(c3)OCO4)ccnc2O1 (stereo not drawn)	-6	/	-10	0.2	4	-3	/	8	2
2	C/C=C(\NC(C)=O)c1ccccc1	6	-2	-9	0.6	-20	-1	-4	-8	1
3	CCn1nnnc1SCC(=O)N1c2ccccc2NC(=O)CC1C (stereo not drawn)	3	-7	10	0.6	0	-3	-6	-1	1
4	COc1cc(C)ccc1OCc1cc(C(=O)N(Cc2nccn2C)C(C)C)no1	11	-7	-6	1.0	-11	-4	-20	-10	1
5	CC1CCCC(C)N1/N=C/c1ccc(C#N)cc1 (stereo not drawn)	3	1	-8	0.1	-6	1	-7	3	1
6	COc1cc(C(=O)NNC(=O)COc2ccc(Cl)cc2)ccc1OCC(=O)N1CCOCC1	10	-2	-20	0.3	-11	-2	1	-6	0
7	Cc1cc(OCC(=O)Nc2ccncc2)ccc1Cl	-11	-19	3	10	35*	2	30*	28	12
8	CCOCCOCN(C#N)c1nc(OC)nc(N(C)C)n1	2	-10	0	0.1	18	0	-6	2	1
9	CCS(=O)(=O)c1nc(S(=O)(=O)c2ccc(Cl)cc2)c(N2CCN(CCO)CC2)s1	4	-7	-8	0.8	-9	-2	0	-1	3
10	Cc1ccc(-c2nc(C3CCN(S(C)(=O)=O)CC3)no2)cc1	8	0	3	-0.1	19	-3	-19	-7	4
11	C[C@@H]1CN([C@@H](C)CO)C(=O)CCCn2nncc2CO[C@H]1CN(C)Cc1cccc2c1OCCCO2	10	/	1	0.1	-10	-7	/	-23	1
12	O=C(CSc1nnc(CNC(=O)c2ccccc2F)o1)NC1CCCCC1	7	-6	-5	0.5	-3	-3	-1	-11	0

Other entries
entry	Molecule	M1 PAM	OXTR potentiate	CHRM4 antagonist	M1 ag parental	CHO-K1 Ca antag	M1 ag	CHO parental Ca	CHRM1 antagonist	M4 ag
13	COc1ccc(-n2cnnc2SCC(=O)Nc2nc(C)c(Cl)cc2Cl)cc1	6	-8	-4	0.2	-6	-3	-7	-9	0
14	O=C(NNC1=C(C(=O)C(F)(F)F)CCC1)c1ccc(Br)cc1	-8	-3	-1	0.2	5	-3	-10	-3	-1
15	CCOC(=O)Cc1ccc(NS(=O)(=O)c2ccc(SC)cc2)cc1	0	-13	8	3.5	-7	2	-15	2	4
16	CC(C)NC(=O)C1CCN(C2CCN(Cc3cn[nH]c3-c3ccccc3)CC2)CC1	0	1	4	-0.5	24	-9	-7	10	1
17	C[n+]1ccccc1/C=C1\Sc2ccccc2N1CCO	-3	2	6	0.1	-17	-9	2	-3	0
18	CC1(C(=O)NS(=O)(=O)C2CC2)CCN(C(=O)c2c(F)cccc2F)C1 (stereo not drawn)	1	/	-4	0.8	-9	-1	/	-10	0
19	COC(=O)C(C(=O)OC)[C@@H]1C=C[C@H](C[N+](=O)[O-])N(C(C)=O)C1	2	/	-5	1.3	-14	-1	/	-13	1
20	CC(C)(C)c1ccc(CCC(CC(=O)O)CC(=O)O)cc1	8	-5	2	0.1	-22	-3	5	-14	2
21	O=c1oc(=O)c2ccccc2c2ccccc12	5	/	-4	1.3	0	-1	/	-4	0
22	CN=c1sc2ccccc2n1CC(O)COc1ccccc1 (stereo not drawn)	0	-4	0	1.9	-15	-5	-2	-3	8
23	Cc1ccc(-c2nc(N/N=C/c3ccncc3)c3ccccc3n2)cc1	-5	-9	10	3.5	-8	-2	-8	-3	11
24	Cc1noc(C)c1COc1ccc(C(=O)NNC(=O)c2ccccc2F)cc1	6	-2	6	-0.1	-5	-4	-1	-7	0

Screen by screen, from the results shown:
M1 ag for entries 3 to 8 → -3, -4, 1, -2, 2, 0
CHO parental Ca for entries 3 to 8 → -6, -20, -7, 1, 30*, -6

More compounds follow.
entry	Molecule	M1 PAM	OXTR potentiate	CHRM4 antagonist	M1 ag parental	CHO-K1 Ca antag	M1 ag	CHO parental Ca	CHRM1 antagonist	M4 ag
25	CCOC(=O)N1CCN(C(=O)CCc2ccc(S(=O)(=O)NC(C)C)cc2)CC1	-2	/	-7	0.2	5	-10	/	1	0
26	COc1ccc(NC(=O)c2sc(N3CCOCC3)nc2-c2ccccc2)c(OC)c1	3	-2	-7	1.3	-17	-3	-36	-1	2
27	O=C(C1=C[C@H](c2ccccc2)C[C@H](OCc2ccc(CO)cc2)O1)N1CCOCC1	6	-14	-5	1.1	-5	-4	-17	-7	2
28	CCc1ccccc1NC(=S)N(CCN1CCCCC1)Cc1ccco1	-5	-6	-2	0.8	-9	-7	8	7	2
29	CCOC(=O)Cn1c(-c2ccccc2)nc2ccccc2c1=O	-14	-1	6	0.3	9	-6	-29	20	-1
30	O=C(O)CS(=O)CC(=O)NCc1cccc(C(F)(F)F)c1 (stereo not drawn)	12	-11	-5	1.5	-6	-7	-7	-5	1
31	Cc1c(NC(=O)/C=C/c2cn(-c3ccccc3)nc2-c2ccccc2)c(=O)n(-c2ccccc2)n1C	-9	-8	-2	1.3	-6	11	-29	15	0
32	CC(Sc1nnc(Cc2cccs2)n1C)C(=O)Nc1ccc(C(N)=O)cc1 (stereo not drawn)	9	/	-23	1.5	-2	-7	/	-14	0
33	O=C(Nc1ccccc1-c1nc2ccccc2s1)C1=COCCO1	14	-6	2	0.8	-6	-10	-15	-3	1
34	CCOC(=O)c1cnc(SC)nc1Nc1cccc2ccccc12	9	0	11	0.2	-9	-5	-8	-3	0
35	Cc1c(C(=O)c2ccc(F)cc2F)c2ccccn2c1CCc1ccccn1	5	/	-6	3.2	-17	-6	/	-20	3
36	COc1ccc(-c2cc(C(F)(F)F)n3nc(N)nc3n2)cc1	5	-2	-1	-1.1	-26	-7	-19	-12	-1

(more compounds)
entry	Molecule	M1 PAM	OXTR potentiate	CHRM4 antagonist	M1 ag parental	CHO-K1 Ca antag	M1 ag	CHO parental Ca	CHRM1 antagonist	M4 ag
37	O=C(NC1CCCCC1)C(c1ccc(F)cc1)N(Cc1ccco1)C(=O)CN1C(=O)c2ccccc2S1(=O)=O (stereo not drawn)	7	1	1	1.2	-1	-3	-1	-15	0
38	C=CCN1C(=O)C(C(C)CC)NC1=S (stereo not drawn)	3	-7	2	0.3	-20	-2	6	-2	1
39	O=[N+]([O-])c1cc(CSC2=NCCN2)ccc1O	-1	/	2	0.3	-3	-4	/	1	0
40	O=C(COC(=O)C1=NNC(=O)CC1)NCCc1ccccc1	-1	-3	-7	0.0	2	-3	-1	6	0
41	COc1ccc(CNC(=O)CCCN2C(=O)NC3(CCCC3)C2=O)cc1	0	-1	2	0.2	-16	0	-6	9	2
42	O=C(c1ccc(Cl)cc1)c1ccccc1C(=O)N1CCOCC1	0	-2	7	0.2	-8	-5	-5	-4	1
43	C=C(C)Cn1c(=O)c(NC(=O)c2ccccc2)c2n(c1=S)CCC2	-1	-2	3	-0.3	-2	-4	-20	-13	0
44	Cc1cccnc1NC(=O)C12CCC(C)(C(=O)O1)C2(C)C (stereo not drawn)	7	3	5	0.2	-6	-2	-3	-11	0
45	CCCCN(Cc1ccco1)S(=O)(=O)c1ccc(-c2ccc(=O)[nH]n2)s1	8	-10	-3	-0.7	16	-1	-4	-3	0
46	COc1cc(/C=N/Nc2ccccn2)ccc1OCC(C)C	6	0	-17	0.8	-21	-6	-11	-6	1
47	CC(C)N(CCNC(=O)c1ccc(OCC2CCCO2)cc1)C(C)C (stereo not drawn)	0	-7	-3	0.4	-14	-12	-2	-1	1
48	CC(NC(=O)c1ccco1)c1nc(-c2ccccc2Cl)no1 (stereo not drawn)	-5	-14	-2	0.5	-4	-4	9	14	1

Going on with the list:
entry	Molecule	M1 PAM	OXTR potentiate	CHRM4 antagonist	M1 ag parental	CHO-K1 Ca antag	M1 ag	CHO parental Ca	CHRM1 antagonist	M4 ag
49	CC[C@H](C)[C@@H](C(=O)N1CCNCC1)n1cc([C@@H](N)CO)nn1	0	0	9	0.6	-6	-1	6	1	1
50	Cc1ccc(N2CC(C(=O)Nc3cc(C)on3)CC2=O)c(C)c1 (stereo not drawn)	10	-4	-1	0.4	-14	-5	-7	-8	0
51	Cc1ccccc1-n1c(=O)cc(N2CC(C)OC(C)C2)[nH]c1=O (stereo not drawn)	5	-3	-8	0.8	-18	-4	-6	-1	0
52	CCN(CC(=O)Nc1sc2c(c1C#N)CCCC2)Cc1nc2ccccc2c(=O)[nH]1	3	-4	2	0.6	-12	0	-14	2	3
53	COC(=O)c1ccc(=O)n(CC(=O)c2ccc(Cl)cc2)c1	11	-2	2	0.2	-8	-11	16	-8	2
54	C=CCc1cccc(/C=N/NC(=O)C[n+]2ccccc2)c1O	5	-5	16	-0.1	-7	-11	1	-13	0
55	CC1Cc2ccccc2N1C(=O)Cn1nnc(-c2ccccc2NC(=O)C2CCC2)n1 (stereo not drawn)	12	2	-3	-0.1	-5	2	-16	-17	-1
56	O=C(Cn1ccc([N+](=O)[O-])n1)N1CCCCCC1	6	0	3	0.2	-13	-5	-12	-9	0
57	Oc1ccc(-c2cnc3c(Nc4cccc(OC(F)(F)C(F)F)c4)nccn23)cc1	-1	/	-6	1.1	1	1	/	0	4
58	Cc1cc(NS(=O)(=O)c2ccc(NC(=O)/C=C/c3ccccc3)cc2)nc(C)n1	4	3	5	-0.1	-1	-4	-6	-10	0
59	O=C(NNC(=O)c1nn(-c2ccc(F)cc2)ccc1=O)c1ccc(Cl)cc1	2	-2	7	0.0	-3	-1	-5	-5	1
60	COc1ccc(CNc2ccc3c(c2)nc(C)n3C)cc1	6	-12	5	0.3	-17	-4	-20	-10	1
61	CCc1ccc(N(C(=O)c2csnn2)C(C(=O)NC2CCCCC2)c2ccncc2)cc1 (stereo not drawn)	-5	-1	1	-0.3	-7	-4	-13	5	1
